mcGAS lum: cyclic GMP-AMP synthase inhibitors, mouse, primary biochemical chemiluminescence | Q8C6L5 | recombinant cGAS, Kinase-Glo ATP depletion luminescence | inhibition, % at 12.5 µM | 160,000 compounds, 0.15% hits;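 also: 0% = negative control wells and 100% = reference inhibitor with no enzyme activity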
NPYLR7 agonist: agonists of mosquito NPYLR7 receptor, primary screen, cell-based, Aedes aegypti, calcium fluorescence, mosquito biting behavior; HEK293T NPYLR7/Galpha15, GCaMP6s calcium fluorescence; Aedes aegypti neuropeptide Y-like receptor 7 (NPYLR7); 270,000 compounds, 0.15% hits; AID 1259423, 2018; activation, % at 10 µM; in the data active = activation above about 40%;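 also: 0% = vehicle and 100% = reference agonist at the receptor; some compounds past the cut are filed as inactive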
hcGAS lum: Primary biochemical luminescence assay for human cyclic GMP-AMP synthase inhibitors | 290,000 compounds, 0.081% hits | inhibition, % at 12.5 µM | Q8N884 | recombinant h-cGAS, ATP depletion, Kinase-Glo luminescence | AID 1259398, 2018;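 also: 0% = vehicle reaction and 100% = reaction without DNA for no activity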
Target sequence (Q8N884 whole entry, looked up): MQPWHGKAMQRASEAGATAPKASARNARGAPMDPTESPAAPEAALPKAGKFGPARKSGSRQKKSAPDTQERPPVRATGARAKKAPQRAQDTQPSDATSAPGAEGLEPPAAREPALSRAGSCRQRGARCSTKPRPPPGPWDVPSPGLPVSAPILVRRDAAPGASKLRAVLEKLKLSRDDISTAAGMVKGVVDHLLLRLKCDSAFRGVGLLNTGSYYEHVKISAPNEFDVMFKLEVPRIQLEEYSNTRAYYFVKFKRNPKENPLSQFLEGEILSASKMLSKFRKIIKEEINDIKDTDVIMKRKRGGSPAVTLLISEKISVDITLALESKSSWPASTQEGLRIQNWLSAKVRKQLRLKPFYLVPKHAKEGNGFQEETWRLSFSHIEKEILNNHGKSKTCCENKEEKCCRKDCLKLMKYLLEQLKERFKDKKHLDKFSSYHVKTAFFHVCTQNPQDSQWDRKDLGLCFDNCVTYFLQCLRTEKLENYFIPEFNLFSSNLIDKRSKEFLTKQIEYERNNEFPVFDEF
An asterisk follows results filed as active; · = not tested or not shown. Rule as the data show it, unless noted: active = inhibition above about 40%; inactive = the rest. Outcome played no part in choosing rows; about 0.29% have a hit in one of these screens.

Each structure is followed by: NPYLR7 agonist | mcGAS lum | hcGAS lum
1	CC(C)CNC(=O)c1c(N)n(/N=C\c2cccc(O)c2)c2nc3ccccc3nc12
    9 | -7 | -7
2	CCC(NC(=O)c1coc(COc2ccc(F)cc2)n1)c1ncnn1C (stereo unspecified)
    3 | -10 | -6
3	COc1cccc(OC)c1-c1ccc(-n2cncc2C(=O)NCc2ccc(OC(F)(F)F)cc2)cc1
    23 | -5 | -1
4	Cc1ccsc1CN(CC1CCC(N)CC1)C1CC1 (stereo unspecified)
    1 | -9 | 0
5	COc1ccc2sc(N(CCCN3CCOCC3)C(=O)c3ccno3)nc2c1
    0 | · | 1
6	O=P(CCN1CCCCC1)(c1ccccc1)c1ccccc1
    11 | · | -3
7	Cc1cc(OCC(=O)NS(C)(=O)=O)c(C(C)C)cc1Cl
    -11 | · | -8
8	O=C(Nc1ccc(F)cc1)N1CCN(C(C(=O)N2CCc3ccccc3C2)C2CCCC2)CC1 (stereo unspecified)
    -9 | -3 | 1
9	O=C(CN(CCCN1CCOCC1)C(=O)c1cc(Cl)cc(Cl)c1)N(Cc1ccc(F)cc1)Cc1ccco1
    -2 | -3 | 1
10	COc1ncccc1C(=O)N1CCN(CCNC(=O)c2cccs2)CC1
    -3 | · | -13
11	Oc1ccccc1OCc1nc2ccccc2s1
    3 | -5 | -4
12	O=C(CCOc1ccccc1)Nc1nccs1
    6 | -5 | -4
13	Cc1nnc(SCC(=O)NN2C(=O)NC3(CCCCC3)C2=O)s1
    14 | · | -16
14	CCn1c(C)c(C(=O)CN(CC(C)C)C(=O)Nc2c(C(C)C)cccc2C(C)C)c(C)c1C(=O)OC
    -7 | -4 | -4
15	Cc1cc(C(=O)CSc2nnc(C3CC3)n2C2CC2)c(C)n1CCC1=CCCCC1
    6 | · | -1
16	CC(C)(C)OC(=O)NCC1CCCN1CC(F)F (stereo unspecified)
    -7 | · | 0
17	CC(C)(C)Nc1c(-c2ccc(Cl)cc2)nc2ccccn12
    -4 | 2 | 0
18	CCc1nn2c(ncc3c(=O)n(-c4cccc(OC)c4)ccc32)c1-c1ccc(OC)cc1
    9 | · | -7
19	CN(C)c1nc(Nc2ccccc2)c2cnn(C)c2n1
    2 | · | 1
20	CNc1nnc(SCC(O)COc2ccc(Cl)cc2)s1 (stereo unspecified)
    -5 | · | -8
21	Cc1ccc2c(c1)c(=O)c(C(=O)N(Cc1sccc1C)C1CC1)cn2C
    6 | · | -5
22	CCCSc1nnc(CN2CCOCC2)n1C
    17 | · | -5
23	O/N=C(/C(=N/O)c1ccoc1)c1ccoc1
    12 | · | 1
24	CCCC(=O)Nc1ccc(-n2ccnc2-c2nccn2C)cc1OC
    -2 | · | -3
25	Cc1cccc(OCC(=O)OCc2cc(-c3cc4ccccc4o3)on2)c1
    -1 | · | -8
26	COc1ccc(NC2(C(=O)N3[C@@H]4CC[C@H]3CNC(=O)C4)CCCC2)cc1
    7 | -15 | 0
27	O=C1c2ccccc2C(=O)N1CCCC(=O)n1ccc2ccccc21
    1 | · | -3
28	CCOC(=O)c1nc2cc(Cl)c(Cl)cc2nc1N1CCCN(S(=O)(=O)c2cc(OC)ccc2OC)CC1
    · | -4 | -5
29	Cc1n[nH]c(=O)n1-c1ccc2ccccc2c1
    6 | · | -1
30	CC(C)Oc1ccc(C(O)=C2C(=O)C(=O)N(CCN(C)C)C2c2cccs2)cc1 (stereo unspecified)
    -5 | · | -4
31	Cc1ccc(CC(=O)Nc2ccccc2OC2CCCC2)s1
    -25 | · | -3
32	Cc1nn(C(=O)c2cccnc2)c(C)c1Sc1ccc(Cl)cc1
    3 | · | -1
33	CC[C@H](C)[C@H]1O[C@]2(CC[C@@H]1C)C[C@@H]1C[C@@H](C/C=C(\C)[C@@H](O[C@H]3C[C@H](OC)[C@@H](O[C@H]4C[C@H](OC)[C@@H](O)[C@H](C)O4)[C@H](C)O3)[C@@H](C)/C=C/C=C3\CO[C@@H]4[C@H](O)C(C)=C[C@@H](C(=O)O1)[C@]34O)O2
    -3 | -4 | 1
34	COc1cc(NC(=O)CC2CCC(=O)N2)ccc1NC(=O)C(C)(C)C (stereo unspecified)
    3 | -14 | -4
35	CN(C)c1ccc(C2=NOCC(=O)N2Cc2cccc(F)c2)cc1
    7 | · | 2
36	N#Cc1cc(NC(=O)c2ccccc2)c(=O)n2c(-c3ccccc3)csc12
    -1 | · | -11
37	O=C(CSc1nnc(-c2cccs2)o1)N(C1CCCCC1)C1CCS(=O)(=O)C1 (stereo unspecified)
    3 | · | -4
38	CC(C)c1noc(CCNC(=O)c2ccccc2C2CCNC2)n1 (stereo unspecified)
    -5 | · | -2
39	CCc1nc2c(OCc3ccc4c(c3)OCO4)cccn2c1N(C)C(=O)c1ccc(OC)cc1
    -5 | -5 | -4
40	CCc1nc2c(OCc3ccccc3)cccn2c1N(CC(=O)N(C)C)C(C)=O
    -5 | -3 | -4
41	CCc1cc(CN(C)Cc2ccc(S(C)(=O)=O)cc2)on1
    15 | · | -7
42	Cc1ccc(CN(Cc2ccc(F)cc2)C(=O)CN(CC(C)C)C(=O)c2cccc(Br)c2)s1
    · | -9 | -11
43	CCOC(=O)C1CCCCN1CC(=O)N1N=C(c2ccccc2OC)CC1c1cccc(F)c1 (stereo unspecified)
    -3 | -3 | -3
44	CC(=O)c1c[nH]c(C(=O)NCCc2nc(C(C)(C)C)cs2)c1
    0 | -12 | -5
45	Cc1cnc(N2CC[C@@]3(O)CCCC[C@H]3C2)nc1N(C)C
    · | -4 | -9
46	CCn1c(C2CCCN(Cc3c(Cl)cncc3Cl)C2)nn(C)c1=O (stereo unspecified)
    1 | · | -3
47	Cc1[nH]n(-c2ccccc2)c(=O)c1C(=O)c1ccc(S(=O)(=O)N(C)C)cc1
    10 | · | -2
48	CCCCCN(Cc1cccn1Cc1cccc(C(F)(F)F)c1)C(=O)CN(CC)C(=O)C1C[C@H]1c1ccccc1 (stereo partly specified)
    · | -6 | -3
49	O=C(O)c1ccc2c(c1)C1C=CCC1C(c1ccc(Br)cc1)N2 (stereo unspecified)
    -7 | 100* | 77*
50	COc1ccc(Cc2nc(CN3CCCCCCC3)cs2)cc1
    10 | -4 | -7

Another view of 15 compounds above.
No.	Molecule	NPYLR7 agonist	mcGAS lum	hcGAS lum
34	COc1cc(NC(=O)CC2CCC(=O)N2)ccc1NC(=O)C(C)(C)C (stereo unspecified)	3	-14	-4
35	CN(C)c1ccc(C2=NOCC(=O)N2Cc2cccc(F)c2)cc1	7	·	2
36	N#Cc1cc(NC(=O)c2ccccc2)c(=O)n2c(-c3ccccc3)csc12	-1	·	-11
37	O=C(CSc1nnc(-c2cccs2)o1)N(C1CCCCC1)C1CCS(=O)(=O)C1 (stereo unspecified)	3	·	-4
38	CC(C)c1noc(CCNC(=O)c2ccccc2C2CCNC2)n1 (stereo unspecified)	-5	·	-2
39	CCc1nc2c(OCc3ccc4c(c3)OCO4)cccn2c1N(C)C(=O)c1ccc(OC)cc1	-5	-5	-4
40	CCc1nc2c(OCc3ccccc3)cccn2c1N(CC(=O)N(C)C)C(C)=O	-5	-3	-4
41	CCc1cc(CN(C)Cc2ccc(S(C)(=O)=O)cc2)on1	15	·	-7
42	Cc1ccc(CN(Cc2ccc(F)cc2)C(=O)CN(CC(C)C)C(=O)c2cccc(Br)c2)s1	·	-9	-11
43	CCOC(=O)C1CCCCN1CC(=O)N1N=C(c2ccccc2OC)CC1c1cccc(F)c1 (stereo unspecified)	-3	-3	-3
44	CC(=O)c1c[nH]c(C(=O)NCCc2nc(C(C)(C)C)cs2)c1	0	-12	-5
45	Cc1cnc(N2CC[C@@]3(O)CCCC[C@H]3C2)nc1N(C)C	·	-4	-9
46	CCn1c(C2CCCN(Cc3c(Cl)cncc3Cl)C2)nn(C)c1=O (stereo unspecified)	1	·	-3
47	Cc1[nH]n(-c2ccccc2)c(=O)c1C(=O)c1ccc(S(=O)(=O)N(C)C)cc1	10	·	-2
48	CCCCCN(Cc1cccn1Cc1cccc(C(F)(F)F)c1)C(=O)CN(CC)C(=O)C1C[C@H]1c1ccccc1 (stereo partly specified)	·	-6	-3

The listing continues.
Each structure is followed by: NPYLR7 agonist | mcGAS lum | hcGAS lum
51	CCN(CC)C(=O)/C(=C\c1ccc(OS(=O)(=O)c2ccc(C)cc2)cc1)NC(=O)c1ccccc1
    -4 | -8 | -17
52	CC(=O)Cn1c(=O)c2c(nc3n(C4CCCCC4)c(C)cn23)n(C)c1=O
    · | -7 | -11
53	O=C(NCc1ccccc1CN1CCCCC1)c1cc2c(cc1[N+](=O)[O-])OCO2
    -2 | -2 | 8
54	CCc1n[nH]c(=S)n1N=Cc1ccc2c(c1)OCO2
    23 | -8 | -7
55	CC(=O)OC[C@@H]1CN(Cc2cccc(C(F)(F)F)c2)C[C@H](n2cnc3c(NC4CC4)ncnc32)O1
    1 | -6 | -4
56	O=C(NC1CC1)C1CCN(C2CCN(C(=O)/C=C/c3cccc(F)c3F)CC2)CC1
    6 | · | -4
57	O=C(c1ccc(-c2ccccc2)c(F)c1)C1CCCN(Cc2c[nH]c(=O)[nH]c2=O)C1 (stereo unspecified)
    14 | · | -2
58	Fc1ccc(C(c2ccccc2)N2CCC(CN3CCOCC3)CC2)cc1 (stereo unspecified)
    1 | -16 | -17
59	CCNC(=S)NN=C1CCC(C(C)(C)C)CC1 (stereo unspecified)
    4 | · | -1
60	CCn1c(N2CCN(CCCc3ccccc3)CC2)nc2c1c(=O)[nH]c(=O)n2C
    -7 | · | 6
61	CCOC(=O)C1CCN(C(=O)c2ccc(S(=O)(=O)N(CC)CC)cc2)CC1
    -2 | · | -5
62	C=CCNC(=O)c1nnc2n(c1=O)CCN2c1ccc(OCC)cc1
    10 | -6 | -6
63	COc1c[nH]c(C(=O)N2CCOC(C(F)(F)F)C2)cc1=O (stereo unspecified)
    2 | · | -2
64	CCOc1ncccc1CN1CCCC(C(=O)Nc2ccc(C(C)C)cc2)C1 (stereo unspecified)
    -12 | · | -3
65	C=CCn1c(C2CC2)nn(CN2CCc3cc(OCC)c(OCC)cc3C2)c1=S
    8 | -6 | -5
66	Cc1ccc(C(=O)N=Nc2c(O)[nH]c3ccc(F)cc23)cc1
    -2 | -1 | 0
67	CC(C)Nc1ncccc1C(=O)NCCC1=CCCCC1
    -10 | -5 | -6
68	Cc1ccsc1S(=O)(=O)N[C@@H]1C[C@@H](CO)N(C)C1
    7 | · | -4
69	CNC(=O)c1nc(CN2CCCC(N(C)CCc3ccccc3)C2)no1 (stereo unspecified)
    8 | -15 | -3
70	O=[N+]([O-])c1ccccc1S(=O)(=O)NSc1nc2ccccc2s1
    -3 | · | 4
71	N#Cc1cccc(NC(=O)Cn2cnc3cc(-c4ccccc4)sc3c2=O)c1
    2 | · | -7
72	Cc1nc2scc(C)n2c(=O)c1NC(=O)CCSc1ccccc1
    16 | -8 | -12
73	CCN(CC)Cc1nc(Cl)c2c(C)c(C)sc2n1
    0 | · | -9
74	Cc1cc(C)cc(COc2coc(CN3CCN(C(=O)c4c(F)c(F)cc(F)c4F)CC3)cc2=O)c1
    0 | -7 | -3
75	CCOc1ccc(OCC)c(S(=O)(=O)NCCn2nc(-c3ccc(OC)cc3)ccc2=O)c1
    -1 | -4 | -5
76	CCCc1c(C(=O)N2CCCC(C(=O)OCC)C2)cnn1CC(F)(F)F (stereo unspecified)
    4 | -5 | -7
77	COC(C)(C)CNC(=O)N(C)Cc1cc(Br)cn1C
    7 | · | -8
78	CC(=O)Nc1ccc(-c2ccc3nnc(C)n3n2)cc1
    -18 | 1 | -1
79	O=C(Cc1ccccc1)Nc1ccnn1C1CCN(Cc2cn[nH]c2-c2ccccc2)CC1
    -2 | -2 | 1
80	CCCc1nc(N2CCN(C(=O)COCc3ccccc3)CC2)c2c(-c3ccccc3)noc2n1
    15 | -7 | -8
81	CCOC(=O)c1c(NC(=O)c2c(F)cccc2Cl)sc2c1CCN(c1ccc(Cl)nc1)C2
    13 | -4 | -5
82	COc1cc(-c2csc(CCn3[nH]c(C)cc3=O)n2)cc(OC)c1OC
    -4 | · | -4
83	Cc1ccc(N2CC(C(=O)N3CCN(c4ncnc5c4nnn5C)CC3)CC2=O)cc1C (stereo unspecified)
    1 | · | -1
84	COc1ccc(N2CCN(c3cc(C(=O)NCc4cccs4)c4ccccc4n3)CC2)cc1
    26 | -7 | -3
85	CC1(C)NC(=O)N(CC(O)COc2ccc(N3C(=O)C4CC=CCC4C3=O)cc2)C1=O (stereo unspecified)
    -13 | 2 | 4
86	CN(C)S(=O)(=O)CCNC(=O)[C@@H]1C[C@H]1c1ccccc1
    -5 | · | -1
87	Cc1cc(C(=O)N(CCC(=O)N(C)C(C)C)CC2CCCO2)no1 (stereo unspecified)
    · | -2 | -4
88	CC(C)C[C@H](NC(=O)Cc1ccc(C(F)(F)F)cc1)C(=O)NCC#N
    8 | · | -16
89	CCOC(=O)C1CCCN(C(=O)c2cnn(-c3ccc([N+](=O)[O-])cc3)c2-c2ccccc2)C1 (stereo unspecified)
    -1 | -5 | -6
90	CC(=O)c1c(C)[nH]c(C(=O)CSC2CCCC2)c1C
    2 | -12 | -3
91	Cc1ccc(C)c(N2CCn3c2nc2c3c(=O)n(CC(C)C)c(=O)n2C)c1
    1 | · | 4
92	CC(NC(=O)CSc1nncn1C1CC1)c1cc2ccccc2o1 (stereo unspecified)
    1 | · | -5

Bioassay records from PubChem BioAssay.
